GLP1R inv ag – inverse agonists of human GLP-1 receptor; P43220; HEK293 GLP-1R CRE-luciferase, luminescence, 24 h; GLP-1R form is constitutively active; Potency, µM (highest dose often 38.3 µM), for inactives: at the highest dose activity change, negative = inhibition, most hits filed as inhibitors; actives 1.6% (n = 410,000); AID 624417; note: potency is the fitted concentration of half-maximal effect; % is set by controls: 0 for no effect and ±100 for the full control effect; nearly all actives have a fitted effect of over 55% in size
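Stable HEK293 clone (constitutively active GLP-1R + cAMP-response luciferase); 200 cells/uL plated, 12 h pre-culture, compound 24 hr, 37 deg C/5% CO2; detection reagent 12 min RT; luminescence.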
DRD3 antagonist – blocks the human D3 dopamine receptor; P35462; D3R cells, DiscoveRx beta-arrestin luminescence, antagonist mode; stronger effect = lower value; max response, negative = inhibition, %; actives 2.5% (n = 360,000); AID 652054; in the data active = max response below about -50%; inconclusive = no clear call, values can overlap the other calls; note: % is set by controls: 0 for no effect and ±100 for the full control effect; mostly tested at two doses, the higher about 12 µM
Target sequence (P35462 whole entry, looked up): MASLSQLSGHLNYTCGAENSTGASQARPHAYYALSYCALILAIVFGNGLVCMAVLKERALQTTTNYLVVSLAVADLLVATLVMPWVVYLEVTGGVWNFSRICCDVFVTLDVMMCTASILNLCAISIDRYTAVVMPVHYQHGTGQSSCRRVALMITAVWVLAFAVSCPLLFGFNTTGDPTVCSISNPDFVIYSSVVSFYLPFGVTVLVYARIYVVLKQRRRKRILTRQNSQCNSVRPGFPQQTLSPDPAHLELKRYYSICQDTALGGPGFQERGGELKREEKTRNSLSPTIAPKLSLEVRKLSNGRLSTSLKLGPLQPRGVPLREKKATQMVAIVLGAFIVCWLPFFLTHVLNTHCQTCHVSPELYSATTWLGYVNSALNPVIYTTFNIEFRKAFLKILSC
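Cells expressing the human receptor were seeded at 1500 cells/well, incubated overnight at 37 degrees C in 5% CO2, then exposed to library compounds with dopamine controls for 90 minutes at 37 degrees C before luminescent detection.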
DRD3 agonist – agonists of human D3 dopamine receptor. actives 0.58% (n = 410,000). D3R DiscoveRx beta-arrestin cells, luminescence, 90 min. max activation, %. P35462; in the data active = max activation above about 30%; note: 0% is about no effect; mostly tested at two doses, the higher about 12 µM
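Agonist mode: compounds and dopamine controls were applied to plated cells for 90 min at 37 degrees C after an overnight attachment at 1500 cells/well. Luminescent read-out followed 30 - 60 minutes at room temperature with DiscoveRx detection reagent.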
aSyn yeast inh – alpha-synuclein toxicity inhibition in yeast | Yeast expressing alpha-synuclein, growth rescue, BacTiter-Glo, 24 h | Potency, µM (top dose mostly 46.1 µM), for inactives: top-dose growth rescue (activation), hits mostly activators | actives 0.14% (n = 370,000); note: potency is the fitted concentration of half-maximal effect; % of control where 0% means no effect; nearly all actives have a fitted effect of over 65% in size
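Screening used galactose-induced yeast with toxic alpha-synuclein levels, exposed to compound for 24 hr at 30 deg C. Cell growth, read with BacTiter-Glo luminescence, gave the measured signal.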
PTHR1 ag – PTHR1 (human) receptor agonism; actives 0.075% (n = 410,000); Potency, µM (doses to about 115 µM), for the others: top-dose activation, usual class: activators; HEK293 GP2 PTHR1 cells, GloSensor cAMP luminescence, 1 h; Q03431; AID 743266; note: potency is the fitted concentration of half-maximal effect; nearly all actives have a fitted effect of over 55% in size; some results filed as inactive show a strong effect at the top dose; inactives centre near -15; many of its hits are not listed in these tables
Target sequence (Q03431 whole entry, looked up): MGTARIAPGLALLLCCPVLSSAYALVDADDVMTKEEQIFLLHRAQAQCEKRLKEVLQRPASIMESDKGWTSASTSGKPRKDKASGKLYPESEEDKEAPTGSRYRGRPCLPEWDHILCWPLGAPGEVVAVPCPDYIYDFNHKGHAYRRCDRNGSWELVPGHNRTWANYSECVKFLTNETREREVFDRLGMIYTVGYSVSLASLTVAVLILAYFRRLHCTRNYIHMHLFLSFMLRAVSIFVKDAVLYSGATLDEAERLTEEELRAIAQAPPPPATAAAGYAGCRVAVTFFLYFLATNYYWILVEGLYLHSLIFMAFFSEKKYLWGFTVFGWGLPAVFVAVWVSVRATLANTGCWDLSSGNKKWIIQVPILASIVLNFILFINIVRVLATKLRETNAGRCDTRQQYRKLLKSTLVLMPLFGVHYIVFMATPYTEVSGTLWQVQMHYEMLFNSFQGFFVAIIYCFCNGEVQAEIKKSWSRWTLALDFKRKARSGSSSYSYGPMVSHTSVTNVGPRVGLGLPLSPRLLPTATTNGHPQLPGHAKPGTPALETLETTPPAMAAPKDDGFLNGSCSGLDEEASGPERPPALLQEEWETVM
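HEK-293-derived GP2 cells expressing PTHR1 and a GloSensor cAMP reporter, 3,000/well, plated overnight, given luciferin plus IBMX (each 0.5 mM as added) for 1 h at 37 °C, then compound for 1 h at 37 °C. Luminescence was read after 15 min at room temperature.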
GLP1R cytotox – cytotoxicity in counter-screen for GLP-1R inverse agonists; HEK293 cAMP-luciferase reporter cells, luminescence, 24 h; Potency, µM (highest dose often 38.3 µM), without a hit: at the highest dose activity change, negative = inhibition, hits mostly inhibitors; actives 0.13% (n = 410,000); AID 624418;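 note: loss of luciferase light is scored as toxicity; potency is the fitted concentration of half-maximal effect; % is set by controls: 0 for no effect and ±100 for the full control effect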
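Seeding density was 200 cells/uL; after overnight-length (12 h) culture, 23 nL compounds went on for 24 h at 37 °C. Readout used a luciferase detection reagent, luminescence taken after 12 min at room temperature.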
TDP43 rescue – inhibitors of TDP-43 toxicity in yeast; TDP-43 expressing yeast growth rescue, BacTiter-Glo, 24 h; Potency, µM (top dose mostly 46.1 µM), for the others: at the highest dose growth rescue (activation), most hits filed as activators; actives 1.8% (n = 410,000); AID 652104; note: potency is the fitted concentration of half-maximal effect; % of control where 0% means no effect; nearly all actives have a fitted effect of over 50% in size
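Luminescence from BacTiter-Glo reports growth of TDP-43-expressing yeast after 24 hr at 30 deg C with compound. Cells were raffinose-pregrown to mid-log, then seeded in galactose medium at OD600=0.02.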
KB-V1 cytotox – KB-V1 MDR subline cytotoxicity. KB-V1 MDR cells viability, CellTiter-Glo, 72 h. Potency, µM (titrated, usually from 46.1 µM), for the others: top-dose activity change, negative = cytotoxicity, most hits filed as cytotoxic. actives 3.4% (n = 400,000); note: potency is the fitted concentration of half-maximal effect; % is set by controls: 0 for no effect and ±100 for the full control effect; nearly all actives have a fitted effect of over 60% in size
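Following 72 h at 37 degrees C with compound, KB-V1 cell viability was read by CellTiter-Glo luminescence, medium being phenol-red-free DMEM plus 10% FBS; concentration-response parameters came from normalized, curve-fitted qHTS data.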
GLP-1R agonist – GLP-1 receptor (human) agonism | P43220 | HEK293 GLP-1R CRE-luciferase, luminescence, 4-6 h; cells express a hypersensitive GLP-1R form | Potency, µM (highest dose often 45.6 µM), for inactives: at the highest dose activation, hits mostly activators | actives 0.007% (n = 380,000); note: potency is the fitted concentration of half-maximal effect; % of control where 0% means no effect
* hit, by the source's call; i = inactive; u = inconclusive; x = not tested or not shown; [ ] = remark or other dose. Unless noted, calls come from the whole dose curve; as a rule, active = well fitted curve in the direction sought with a large enough effect; inconclusive = small, poorly fitted or top-dose-only effect, or another doubt; inactive = no such curve, though single readings can be large; an effect the other way counts as inactive or inconclusive. The list is partial; the hit share may differ from the screen's.

Below each SMILES – GLP1R inv ag, DRD3 antagonist, DRD3 agonist, aSyn yeast inh, PTHR1 ag, GLP1R cytotox, TDP43 rescue, KB-V1 cytotox, GLP-1R agonist
COc1ccc(C(C(=O)NCc2ccccc2)n2c(-c3ccccn3)nc3ccccc32)cc1 (stereo not given)
    u, 0.0, -10.9, -1.4%, -24.0%, -16.1%, 6.5%, u, x
COc1ccccc1N1CC(C)(C)C(=O)N(C(=O)c2ccc(C)cc2)C1=S
    u, 6.3, 28.5, -9.5%, -2.8%, -5.8%, -2.6%, 21.5%, -0.7%
CCCCCNC(=O)C(c1ccc(OC)cc1)n1c(=O)c(-c2ccccc2)nc2ccccc21 (stereo not given)
    u, 3.4, -2.6, 5.3%, -10.8%, -2.2%, 15.6%, -20.4%, x
CNCCOc1ccccc1-c1ccccc1
    u, u, -1.1, -7.4%, -36.7%[inhibitor][57.5 µM], -3.8%, 0.6%, 2.2%, 2.9%
O=C(CN1N=C(c2ccccc2)CCC1=O)NCCCN1CCc2ccccc2C1
    -21.4%, u, -5.0, -12.0%, i, -6.4%, 6.3%, 9.3%, -1.6%
CCOc1ccc(NS(=O)(=O)c2ccc(C)c(C(=O)NCCCn3ccnc3)c2)cc1
    -21.5%, 8.2, 1.5, -0.4%, 0.8%, -21.0%, 7.8%, -14.3%, 0.0%
Cc1ccccc1N1CC(C(=O)N2CC(C)OC(C)C2)CC1=O (stereo not given)
    1.0%, -0.6, -2.1, 0.8%, -0.6%, 3.5%, -1.0%, -5.3%, 9.4%
CC1CN(Cc2nc3c(c(=O)n(C)c(=O)n3C)n2CCCO)CC(C)O1 (stereo not given)
    0.0%, -25.0, 5.1, -12.5%, i, 0.7%, -13.8%, -17.7%, 5.2%
COC(=O)c1ccc(OC(=O)c2cccs2)cc1
    14.0%, 1.3, 3.0, 0.5%, i, -0.7%, u, 3.5%, 1.0%
O=C(O)c1ccc(NC(=O)C2(c3ccccc3)CCOCC2)cc1
    3.5%, -10.8, 2.6, 4.4%, i, 14.9%, 6.0%, -13.0%, -16.6%

The closing two records of the section before lead into the next:
Below each SMILES – GLP1R inv ag, DRD3 antagonist, DRD3 agonist, aSyn yeast inh, PTHR1 ag, GLP1R cytotox, TDP43 rescue, KB-V1 cytotox, GLP-1R agonist
COC(=O)c1ccc(OC(=O)c2cccs2)cc1
    14.0%, 1.3, 3.0, 0.5%, i, -0.7%, u, 3.5%, 1.0%
O=C(O)c1ccc(NC(=O)C2(c3ccccc3)CCOCC2)cc1
    3.5%, -10.8, 2.6, 4.4%, i, 14.9%, 6.0%, -13.0%, -16.6%
COc1ccc(NC(=O)Cn2c(=O)c(C)nc3ccccc32)cc1Cl
    1.1%, 5.4, -4.8, -0.7%, i, -14.7%, -17.6%, -16.3%, 1.6%
Cc1ccc(NC(=O)CN(C)C2CCCCC2)cc1Br
    u, -28.7, -13.5, -1.3%, i, -14.1%, -14.4%[1.82 µM], -4.3%, 21.5%
COc1cc(OCc2ccccc2)c(OC)c(OCc2ccccc2)c1
    u, 28.2, 39.8*, 15.6%, -10.9%, -1.8%, 1.8%, -4.4%, 6.8%
O=C(CC[C@H]1O[C@@H](n2cnc3c(NC(=O)c4ccccc4)ncnc32)[C@H](O)[C@@H]1O)NCc1ccccn1
    25.6%, 3.3, 4.1, -0.2%, -8.0%, -0.7%, u, 11.5%, -5.8%
Cc1ccc(CNC(=O)CCn2cc(-c3ccc(C)cc3)nc2-c2ccncc2)cc1
    -16.7%, -12.0, -33.9, -1.7%, -12.9%, 2.3%, -4.0%, -1.9%, 4.7%
CCC(C)NC(=O)c1ccc2c(c1)N=C(C)c1cc(C)ccc1S2 (stereo not given)
    u, x, -16.0, x, -22.5%, u, -9.2%, -49.3%, 0.4%
Cc1ccc(-c2nc3c(=O)n(-c4ccccc4)c4c(c(=O)n(C)c(=O)n4C)c3o2)cc1
    4.1%, 13.4, 11.1, 8.5%, -2.1%, -10.2%, 11.4%, 10.1%, -2.6%
CC1=C(c2cccc(Cl)c2)S(=O)(=O)NC1=NCc1ccccc1C
    -22.3%, x, 11.9, x, i, -9.1%, 21.0%, x, x
O=C(CCCSc1nnc(SCCCC(=O)c2ccc(F)cc2)s1)c1ccc(F)cc1
    10.2%, 34.5, 24.8, -7.1%, 15.7%[57.5 µM], -20.9%, -10.2%, u, 8.1%
CCN(CC)Cc1cc(C(C)=O)ccc1O
    -25.1%, 45.0, 5.9, -0.2%, i, -2.6%, -0.7%, 0.0%, -2.6%

The list continues:
Below each SMILES – GLP1R inv ag, DRD3 antagonist, DRD3 agonist, aSyn yeast inh, PTHR1 ag, GLP1R cytotox, TDP43 rescue, KB-V1 cytotox, GLP-1R agonist
Cn1c(Nc2ccccc2)cc(=O)n(C)c1=O
    34.1%[activator], 23.9, 0.1, -0.3%, i, -7.2%, 14.3%, 0.0%, 13.1%
Cc1nn(Cc2ccc(Cl)cc2)c2sc(C(=O)OCC(N)=O)cc12
    16.6%, -16.0, -13.3, -30.2%, -10.1%[57.5 µM], -16.1%, -20.2%, 0.0%, 1.3%
O=S1(=O)CCC(NC(=S)N2CCCCCC2)C1 (stereo not given)
    16.2%, 12.4, 1.9, 0.7%, i, -1.7%, -8.5%, u, -10.7%
COc1ccc(C(=O)COC(=O)CCCC(=O)Nc2cc(C(F)(F)F)ccc2Cl)cc1
    9.4%, x, -3.4, x, -3.1%, 4.6%, 28.4%, 17.1%, x
COc1cccc(CNc2nc3cc(-c4ccccc4CO)sc3c(=O)n2C)c1
    u, 0.0, 1.7, -2.7%, u, -17.4%, u, 0.0%, 5.1%
C/C(=N\Nc1ccc(F)cc1F)c1ccc(Br)s1
    12.6µM*, 20.3, -9.5, 8.0%, -7.2%, 1.6%, -11.2%[0.397 µM], 10.8%, 15.1%
COc1cccc(CN2CCNC(=O)C2CC(=O)NCCc2ccccn2)c1 (stereo not given)
    -7.5%, -15.6, -5.1, -3.3%, -22.0%, 8.3%, -23.7%, 1.2%, 5.0%
CC1=C(C(=O)Nc2cccc(Cl)c2)C2(CCCCCC2)OC1=O
    u, x, 7.3, x, -12.5%, 1.2%, u, x, x
CCCc1cc(C(=O)Nc2ccc(F)c(Cl)c2)no1
    u, -50.7*, -19.4, -17.6%, -20.5%, -3.0%, -1.9%, u, 21.8%
Cn1c(SCC(=O)O)nc2ccccc2c1=O
    4.4%, 1.8, 1.9, -11.3%, -1.7%[57.5 µM], -13.6%, -9.4%, 4.0%, -0.4%

(more compounds)
Below each SMILES – GLP1R inv ag, DRD3 antagonist, DRD3 agonist, aSyn yeast inh, PTHR1 ag, GLP1R cytotox, TDP43 rescue, KB-V1 cytotox, GLP-1R agonist
Cc1cccc(NC(=O)CSc2ncc3c(n2)-c2ccccc2N(Cc2ccc(F)cc2)S3(=O)=O)c1C
    1.6%, x, -2.9, x, -32.9%[inhibitor], 3.4%, 0.0%, -11.2%, x
COc1ccc(/C=C/C(=O)NC(=S)Nc2ccc(S(=O)(=O)N=C(N)N)cc2)cc1OC
    26.8%, -9.0, 8.7, -3.5%, i, -1.0%, 0.5%, u, -0.3%
CCOC(=O)N1CCC(Nc2c(N3CCN(c4cc(Cl)ccc4C)CC3)c(=O)c2=O)CC1
    u, -20.6, 4.1, 0.5%, -33.2%[inhibitor], 0.6%, 9.7%, u, -4.6%
O=C(c1ccccc1F)N(Cc1cccs1)C1CCS(=O)(=O)C1 (stereo not given)
    15.2%, 6.1, 3.7, 3.3%, -2.3%, -1.6%, -1.3%, -10.3%, 4.6%
O=[N+]([O-])c1ccc(Cl)c(/C=N/N2CCN(Cc3ccc(Cl)cc3)CC2)c1
    -2.7%, 8.7, 3.4, x, -2.7%, 0.6%, -0.5%, u, -7.8%
CNC(=O)c1ccc(Nc2nnc(-c3ccc(C)c(S(=O)(=O)NC(C)(C)C)c3)c3ccccc23)cc1
    -1.7%, x, -37.1, x, -15.9%, -9.9%, -4.6%, -2.8%, x
CCN(CC)CCC#CC1(O)c2ccccc2-c2ccccc21
    u, 5.1, -9.7, -6.7%, i, -25.7%, -15.5%, -2.9%, 1.3%
O=c1[nH][nH]c(-c2ccccc2O)c1C(C[N+](=O)[O-])c1ccc(Cl)cc1Cl (stereo not given)
    5.2%, -5.6, -0.9, 1.1%, -3.5%, -6.3%, 16.6%, 0.0%, 2.7%
Cc1nnsc1C(=O)NC1CCCc2c1cnn2-c1cc(F)cc(F)c1 (stereo not given)
    -18.9%, 3.7, 3.0, 4.2%, -23.4%, 5.5%, 22.3%, -11.3%, -9.1%
Cc1cc(O)c2c(c1)C(=O)[C@@]13Oc4c5c(c(O)c6c(O)cc(C)cc46)C(=O)C[C@H](O)[C@H]5[C@@H]1[C@@H](O)CC(=O)C3=C2O
    9.5%, -12.0, -39.7, -16.3%, -5.9%, -11.1%, -8.4%, 14.8%, -7.0%

Additional compounds:
Below each SMILES – GLP1R inv ag, DRD3 antagonist, DRD3 agonist, aSyn yeast inh, PTHR1 ag, GLP1R cytotox, TDP43 rescue, KB-V1 cytotox, GLP-1R agonist
COc1ccc(C(=O)N(c2ccccn2)C2CCCCC2)c(OC)c1
    -2.2%, 2.2, 7.9, 4.0%, -14.1%, -10.8%, 8.9%, -8.7%, 0.2%
COc1cccc(/C=C/C(=O)Oc2ccc(C(=O)c3ccc(F)cc3)cc2)c1
    9.0%, 8.4, 2.3, 1.9%, i, -2.0%[1.53 µM], -3.5%, -5.0%, 2.3%
CCOc1ccccc1C(=O)NCC(=O)NNC(=O)c1csc(N2CCOCC2)n1
    -5.2%, 0.0, -1.4, -0.5%, -14.8%, 1.4%, 4.4%, 9.7%, 5.6%
COc1ccc(C)cc1Nc1nc(C)nc2c1oc1ccccc12
    -0.8%, 27.7, 21.0, 2.8%, i, -12.0%, 26.7%, 5.2%, 3.1%
COc1ccc(C(=O)OCCN2C(=O)c3ccccc3C2=O)cc1OC
    3.7%, 26.7, 1.9, 0.4%, -14.7%, 6.0%, 14.1%, 12.8%, 4.8%
